phage Ecoli inh: growth loss of phage-infected E. coli, primary screen, RecBCD inhibitor project, absorbance, with phage, HTS; inhibition, % at 11.9 µM; 360,000 compounds, 0.26% hits; in the data active = inhibition above about 11%
PKA-R2B act: activators of PKA-R2B holoenzyme, primary screen, biochemical, fluorescence polarization, Cy5-IP20, human. PKA-R2B holoenzyme dissociation; R2B truncated from residue 108, S112A mutant; 0% DMSO only, 100% 113 µM cGMP. cAMP-dependent protein kinase catalytic subunit beta (Homo sapiens) + cAMP-dependent …. activation, % at 11.4 µM. 340,000 compounds, 0.079% hits;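 active = activation above a cutoff set at the mean over all compounds plus 3 SD, cut at about 18% in these data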;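 note: higher means more holoenzyme dissociation and a rise in polarization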
Ecoli viability: E. coli V3065 growth inhibition, primary screen, counter-screen for AddAB inhibitor project, absorbance, OD600; inhibition, % at 11.9 µM; 18 h; 330,000 compounds, 0.27% hits; AID 449728, 2010;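 active = inhibition above the campaign's mean inhibition across all tested compounds plus 3 SD, cut at about 9.9% in these data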;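 note: uninfected addAB+ strain grown without phage in ampicillin broth; 0% = DMSO wells and 100% = ciprofloxacin 0.95 µg/ml wells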
Tat transport: E. coli Tat export inhibitors, primary screen, MC4100, TorA-mCherry reporter, fluorescence, single point; inhibition, % at 10 µM; 340,000 compounds, 0.036% hits; AID 488895, 2010;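 active = mean replicate inhibition at least 50% and at least half of replicates individually reaching 50%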;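 note: exported cargo escapes ClpAP degradation while cytoplasmic cargo is degraded and loses fluorescence; 0% = median of neutral control wells and 100% = median of NaSCN control wells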
Mot1-301 SUMO: yeast Mot1-301 growth rescue at high temperature, primary screen, SUMOylation pathway inhibitor project, S. cerevisiae, ATP luminescence, 38.5C; S. cerevisiae Mot1-301 growth rescue; percent above DMSO median, 100 means doubled; growth rescue, % at 18.8 µM; 320,000 compounds, 1% hits;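 active = every valid replicate shows activation above 250% relative to neutral control wells; inactive = the rest, any valid replicate at or below 250%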;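 note: OY570 slx delta 5 strain wells were the positive control but not used for scaling; some compounds called inactive have numbers as strong as hits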
OPRM1-OPRD1 inv: inverse agonists of MOR-DOR heterodimerization, primary screen, cell-based, luminescence; 340,000 compounds, 0.21% hits; cell-based MOR-DOR heterodimer luminescence, inverse agonism; Mu-type opioid receptor (Homo sapiens) + Delta-type opioid receptor (Homo sapiens), …; inhibition, % at 9.3 µM; in the data active = inhibition above about 22%, passing the limit was not always enough;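 note: 0% = cells with DMSO and 100% = wells without cells with DMSO; values of inactives mirror those of a sister screen read the other way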
Target sequence (P35372 whole entry, looked up): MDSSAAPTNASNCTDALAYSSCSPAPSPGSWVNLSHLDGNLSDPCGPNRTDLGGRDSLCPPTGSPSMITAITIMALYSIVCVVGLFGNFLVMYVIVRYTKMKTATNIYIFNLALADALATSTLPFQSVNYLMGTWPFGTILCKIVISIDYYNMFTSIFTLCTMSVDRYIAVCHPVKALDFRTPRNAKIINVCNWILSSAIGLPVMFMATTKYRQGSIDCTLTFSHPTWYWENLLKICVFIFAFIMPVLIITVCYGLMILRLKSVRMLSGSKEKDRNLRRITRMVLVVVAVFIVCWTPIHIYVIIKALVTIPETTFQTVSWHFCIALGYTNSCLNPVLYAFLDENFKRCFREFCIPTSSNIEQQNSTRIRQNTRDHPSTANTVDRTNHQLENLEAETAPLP
Target sequence (P41143 whole entry, looked up): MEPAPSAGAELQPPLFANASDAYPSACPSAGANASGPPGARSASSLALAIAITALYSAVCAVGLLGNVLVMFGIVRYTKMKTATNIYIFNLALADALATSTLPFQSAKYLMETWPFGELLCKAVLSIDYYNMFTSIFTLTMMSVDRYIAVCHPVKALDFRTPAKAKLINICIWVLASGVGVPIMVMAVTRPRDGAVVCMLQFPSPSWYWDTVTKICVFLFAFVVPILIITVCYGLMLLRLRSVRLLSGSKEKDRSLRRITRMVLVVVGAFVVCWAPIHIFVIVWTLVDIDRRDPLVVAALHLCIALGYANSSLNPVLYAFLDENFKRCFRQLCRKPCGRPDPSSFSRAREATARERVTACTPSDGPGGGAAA
AddAB inh: growth inhibition of E. coli expressing H. pylori AddAB, primary screen, AddAB inhibitor project, absorbance; inhibition, % at 11.9 µM; 330,000 compounds, 0.29% hits; in the data active = inhibition above about 12%;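 note: 0% = vehicle wells of infected cells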
OPRM1-OPRD1 ag: agonists of OPRM1-OPRD1 heterodimerization, primary screen, cell-based, luminescence. Mu-type opioid receptor (Homo sapiens) + Delta-type opioid receptor (Homo sapiens), …. cells. activation, % at 9.3 µM. 340,000 compounds, 0.3% hits; in the data active = activation above about 18%;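 note: 0% = vehicle-treated cells and 100% = reference agonist; values of inactives mirror those of a sister screen read the other way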
PfHsp90 set2: growth inhibition of PfHsp90-expressing yeast, primary screen, antimalarial PfHsp90 inhibitor project, S. cerevisiae, BacTiter-Glo luminescence, single point, set 2; AID 504621, 2011; inhibition, % at 9.4 µM; 310,000 compounds, 0.32% hits; BacTiter-Glo ATP, 48 h; yeast lacking PDR1 and PDR3 efflux regulators;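 active = every replicate shows inhibition above about 80%, whatever the replicate mean, limit read from the data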;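 note: 0% = DMSO neutral controls and 100% = 20 µM radicicol positive controls; yeast relying on Plasmodium falciparum Hsp90 in place of its own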
PKA-R1A activ: activators of PKA-R1A holoenzyme, primary screen, biochemical, fluorescence polarization, Cy5-IP20, bovine R1A, mouse PKAc; cAMP-dependent protein kinase type I-alpha regulatory subunit (Bos taurus) + …; PKA-R1A dissociation; scaled: DMSO 0%, 113 µM cGMP 100%; activation, % at 11.4 µM; 340,000 compounds, 0.083% hits; AID 504707, 2011;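 active = percent activation above the mean of all tested compounds plus 3 SD, cut at about 19% in these data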;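 note: higher means more PKAc released from R1A so a rise in polarization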
HTR5A inv ag: HTR5A inverse agonists in luminescence cell assay, primary screen, counter-screen for OPRM1-OPRD1 heterodimer inverse agonist project, full-deck HTS; 340,000 compounds, 0.083% hits; HTR5A cell line, inverse agonism; AID 504634, 2011; 5-hydroxytryptamine receptor 5A (Homo sapiens), P47898; inhibition, % at 9.3 µM; in the data active = inhibition mostly above about 23%, no sharp cut-off; inactive = mostly below about 18%;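 note: 0% = cells with DMSO and 100% = no-cell wells with DMSO; some compounds called inactive have numbers as strong as hits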
Active calls of the source: *; x = not tested or not shown. Not a hit list; 2.2% or so of the library scored in one or more.

SMILES	phage Ecoli inh	PKA-R2B act	Ecoli viability	Tat transport	Mot1-301 SUMO	OPRM1-OPRD1 inv	AddAB inh	OPRM1-OPRD1 ag	PfHsp90 set2	PKA-R1A activ	HTR5A inv ag
OC(c1ccccc1)C(NCCNCc1ccccc1)c1ccccc1 (stereo unspecified)	-3.2	-0.8	x	-9.7	x	5.4	x	-1.1	1.6	-6.5	-4.6
Cc1cccc2cc(COC(=O)c3cccs3)c(=O)[nH]c12	3.9	1.9	1.1	-6.3	18.0	-9.0	0.3	1.7	-39.1	-2.9	5.6
O=C(CCc1nnc(COc2ccccc2)o1)NCCc1cccs1	4.7	2.5	0.3	4.9	-1.3	14.8	2.1	-3.0	-11.0	-5.1	13.8
Cc1cc(C)nc(NC(=O)c2ccc(COc3ccccc3Cl)cc2)c1	3.0	-7.8	-3.4	-6.3	8.1	-5.3	0.3	0.8	-2.9	0.5	4.5
Cc1nnc(NC2=NCCC2)o1	2.5	-0.4	-2.0	9.1	-10.7	11.5	1.5	-1.9	-9.9	-0.3	-20.8
COc1ccc(CCNC(=O)COC(=O)c2cccs2)cc1OC	1.5	8.0	-0.3	1.2	-7.6	-15.8	3.0	2.5	23.8	2.0	-7.8
CCOC(=O)[C@@H](CCc1ccccc1)N[C@H](C)C(=O)N1[C@H](C(=O)O)C[C@@H]2CCC[C@@H]21	4.4	-11.1	-0.6	1.4	-7.8	8.0	-2.2	-1.4	-14.2	-2.2	1.0
Cc1ccccc1OCC(=O)Nc1ccc(S(=O)(=O)N2CCOCC2)cc1	1.2	-5.7	x	3.4	x	5.2	x	-0.8	12.7	0.6	16.6
Cc1cc(C(=O)CSc2nc(N)cc(=O)[nH]2)c(C)n1CCc1ccc(F)cc1	1.9	-11.5	0.2	-1.3	10.9	-6.8	0.2	1.2	-1.1	1.8	-0.4
CSc1ncc(Cl)c(C(=O)Nc2ccc(S(=O)(=O)Nc3nccc(C)n3)cc2)n1	2.0	8.2	0.3	-7.0	313.0	16.1	1.3	-3.1	23.3	-3.8	-3.6
CC1CC(NC(=O)c2cc3c(=O)n4ccccc4nc3n2C)CC(C)(C)C1 (stereo unspecified)	2.1	5.5	1.9	5.6	-3.6	-8.3	1.3	1.6	-8.2	2.5	12.0
C#CCOCCOCCOCCNc1nc(N2CCOCC2)nc(N2CCN(C(=O)[C@H]([C@@H](C)CC)n3cc([C@@H](N)Cc4ccc(O)cc4)nn3)CC2)n1	x	-2.3	-0.9	-1.0	0.9	5.0	2.7	-0.8	-3.3	-15.9	-1.6
CSc1cccc(N2C(=O)C3CCCN3C2=S)c1 (stereo unspecified)	2.2	1.0	0.0	7.3	802.4*	11.3	0.6	-2.4	14.9	-0.2	-1.9
CCOC(=O)c1ccc(NC(=S)N2CCN(Cc3ccccc3)CC2)cc1	1.2	0.6	0.0	10.3	-0.4	-7.8	1.1	1.4	2.8	-15.1	8.4
CS(=O)(=O)c1ccc(-c2nnc(NC(=O)c3ccc(S(=O)(=O)N4CCCC4)cc3)o2)cc1	-5.2	-1.1	-3.2	0.5	7.7	9.8	-3.4	-1.5	x	-20.0	7.3
COc1cc2c(C(=O)N3CCOCC3)c(CSc3ccccc3)n(C)c2cc1Br	3.0	5.7	-3.3	8.1	0.4	-6.2	-3.5	1.3	-7.9	0.7	24.7
Cc1ccc(C)c2c1cc(C)c1nnc(SCC(=O)NCc3ccc4c(c3)OCO4)n12	2.3	-3.0	-0.3	7.2	2.5	12.7	2.1	-2.5	5.2	-0.6	-0.9
CCOC(=O)C1CCN(CC(=O)Nc2c(C(=O)OC)[nH]c3ccc(Cl)cc23)CC1	1.7	8.1	-3.3	11.3	0.4	-21.9	-0.8	3.7	-13.2	-4.5	6.2
COc1cccc(-c2ccc(=O)n(CC(=O)NCCN3CCOCC3)n2)c1	2.9	-1.6	-2.5	-3.6	-1.2	9.3	-0.4	-1.7	x	5.3	11.4
NS(=O)(=O)c1ccc(CCNC(=O)c2cc([N+](=O)[O-])ccc2N2CCCCC2)cc1	0.2	-4.2	0.2	0.9	0.9	16.6	0.2	-3.7	14.2	-0.4	5.4
NC(=O)C1CCN(C2=C(Cl)C(=O)c3ccccc3C2=O)CC1	2.7	-8.7	-2.6	-8.1	-15.4	-23.3	-1.8	4.6	33.8	-5.6	13.2
COc1ccc(-c2cc(=O)oc3cc(OC(=O)C4CCCCC4)ccc23)cc1	4.1	9.0	-1.3	5.4	-10.2	1.7	0.4	-0.3	8.0	-15.4	1.2
O=C(NNc1nc2ccccc2s1)Nc1ccc(F)cc1	2.9	7.2	-0.2	9.6	-4.1	4.0	-0.1	-0.8	-71.8	-11.3	-3.1
CC(NC(=O)c1ccc(CS(C)(=O)=O)cc1)c1cccc2ccccc12 (stereo unspecified)	-0.9	3.1	0.1	-4.2	-3.3	-5.2	2.5	0.6	-15.6	9.9	5.3
COc1ccc(-c2nsc(SCC(=O)Nc3cc(C)on3)n2)cc1	4.6	-5.6	1.7	-3.6	4.5	-61.8	-0.1	11.5	-26.1	5.0	-21.1
CCOc1ccccc1-c1noc(CCC(=O)NC2CCCCC2)n1	2.2	-4.5	-0.7	7.3	-4.6	-0.1	2.4	0.0	-21.8	0.3	2.1
C[C@H](CO)NC(=O)[C@H](C)[C@@H]1C[C@@]1(C)[C@@H](NC(=O)OCc1ccccc1)c1ccccc1	2.0	0.5	-0.5	1.2	-16.8	8.6	1.5	-1.4	-18.8	-15.3	14.0
COc1ccc(S(=O)(=O)N2CCN(C)CC2)c(C)c1	1.8	0.9	2.3	1.4	-10.0	11.4	2.9	-2.5	-6.6	-0.5	-13.4
COc1ccc2ccccc2c1CN1CCCC(CO)C1 (stereo unspecified)	1.9	-2.7	-0.9	-0.6	-9.8	8.1	0.0	-1.5	14.0	3.8	-18.9
COc1ccc(-c2cn(CCc3c[nH]c4ccccc34)nn2)cc1	5.4	-4.6	0.7	-2.3	25.5	4.7	2.5	-1.0	15.0	-4.3	-20.6
CCc1cc(/C(Cc2cscn2)=N\O)c(O)cc1O	2.2	2.4	-1.9	3.1	7.0	9.6	1.1	-1.6	7.6	-9.8	13.1
Nc1c(C(=O)Nc2ccc3c(c2)OCCO3)nnn1Cc1ccccc1	5.2	-2.7	0.3	-0.5	2.2	-0.1	1.5	0.0	-15.5	-6.2	12.7
CCN(CC)S(=O)(=O)c1ccc(N/N=C(\C)c2ccc3c(c2)OCO3)c([N+](=O)[O-])c1	2.4	-8.1	0.9	7.3	2.8	6.3	1.0	-1.2	-19.3	-2.6	-21.9
COCCNC(=O)c1cccc(Nc2nc(-c3ccccc3)c3cc(Cl)ccc3n2)c1	3.0	-5.0	-0.6	1.6	x	-12.5	2.0	1.7	-3.1	-2.1	30.7
Nc1nc(CN2CCN(C(c3ccccc3)c3ccccc3)CC2)nc(Nc2ccccc2)n1	-1.3	-2.8	-3.2	0.4	4.4	-9.6	-5.2	1.8	-2.0	4.1	0.2
CN(CC(=O)NCc1ccncc1)S(=O)(=O)c1ccccc1	3.9	-7.3	0.6	-1.3	0.2	-5.7	-0.5	1.0	8.6	0.8	-24.7
Fc1c(F)c(C(F)(F)F)c(F)c(F)c1N/N=C\c1cccs1	3.1	-13.6	1.1	2.4	-5.4	-32.7	4.5	5.9	-38.8	-13.1	-12.9
COc1ccccc1N1CC(C(=O)Nc2nnc(SCc3ccccn3)s2)CC1=O (stereo unspecified)	5.4	9.6	-0.5	4.1	1.9	7.4	-0.3	-1.4	17.1	-5.8	-22.7
CCN(c1cccc(C)c1)S(=O)(=O)c1ccc(-c2coc(C)n2)cc1	1.0	-1.2	-0.6	5.1	4.4	14.8	1.2	-2.9	9.6	1.5	-9.6
Cc1csc2c(N3CCN(S(=O)(=O)c4ccc(Cl)cc4)CC3)ncnc12	-0.1	-4.9	-2.0	6.2	37.3	1.4	1.3	-0.3	9.8	4.2	5.5
COC(=O)/C(=C\c1cc(OC)c(OC)c(OC)c1)c1nc2ccccc2[nH]1	2.9	-1.5	3.0	0.5	-14.9	8.1	-1.9	-1.8	8.2	-4.7	0.7
COc1ccc(N2CCN(S(=O)(=O)c3cc4c(cc3C)NC(=O)CO4)CC2)cc1	3.0	5.1	3.1	-7.1	-0.9	-56.2	1.3	9.6	-14.9	1.9	6.0
CCN(CC)CCOC(=O)c1cccc(Cl)c1	3.6	0.1	-0.2	4.9	-7.7	18.4	0.3	-3.2	6.3	-5.0	-1.5
CCCn1c(SCC(=O)N2CCN(C(=O)c3ccco3)CC2)nc2ccccc2c1=O	4.8	x	-1.2	-1.9	126.8	x	2.9	x	-24.3	x	x
O=C(COC(=O)c1ccc(Br)c(S(=O)(=O)N2CCOCC2)c1)NCC1CCCO1 (stereo unspecified)	1.5	0.2	1.3	10.2	145.5	10.6	1.4	-1.9	-33.9	-8.9	-12.6
Nn1c(COc2cccc(Br)c2)nnc1SCC(=O)NCC1CCCO1 (stereo unspecified)	1.7	-3.9	-2.2	-0.1	16.1	18.4	3.3	-4.7	-1.0	-8.7	6.2
Brc1c(CSc2nncn2-c2ccccc2)nc2ncccn12	-1.8	13.3	-0.4	-7.3	-12.5	-14.5	0.5	2.6	-15.1	-7.4	-8.5
Cc1cc(NC(=O)CCN2C(=O)/C(=C\c3ccccc3)SC2=S)no1	2.0	2.8	-1.4	-7.8	-16.4	18.6	-0.3	-3.4	-3.3	-11.8	-8.1

Compound profiles (already shown).
Record of CCN(c1cccc(C)c1)S(=O)(=O)c1ccc(-c2coc(C)n2)cc1 → phage Ecoli inh = 1.0; PKA-R2B act = -1.2; Ecoli viability = -0.6; Tat transport = 5.1; Mot1-301 SUMO = 4.4; OPRM1-OPRD1 inv = 14.8; AddAB inh = 1.2; OPRM1-OPRD1 ag = -2.9; PfHsp90 set2 = 9.6; PKA-R1A activ = 1.5; HTR5A inv ag = -9.6
Record of COCCNC(=O)c1cccc(Nc2nc(-c3ccccc3)c3cc(Cl)ccc3n2)c1 → phage Ecoli inh = 3.0; PKA-R2B act = -5.0; Ecoli viability = -0.6; Tat transport = 1.6; Mot1-301 SUMO = x; OPRM1-OPRD1 inv = -12.5; AddAB inh = 2.0; OPRM1-OPRD1 ag = 1.7; PfHsp90 set2 = -3.1; PKA-R1A activ = -2.1; HTR5A inv ag = 30.7

Compound activity (PubChem BioAssay)
